M1 ag – human M1 muscarinic receptor agonists, primary screen, Fluo-8 calcium fluorescence, CHO-K1 cells, HTS. AID 588814, 2011. actives 0.33% (n = 360,000). CHO-K1 hM1, agonist mode; 0% DMSO, 100% acetylcholine EC100. activation, % at 3 µM. Muscarinic acetylcholine receptor M1 (Homo sapiens), P11229;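 active = activation above the run's mean compound activation plus 3 SD, cut at about 16% in these data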;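 note: peak over basal fluorescence ratio within a 140 s kinetic read after compound addition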
Target sequence (P11229 whole entry, looked up): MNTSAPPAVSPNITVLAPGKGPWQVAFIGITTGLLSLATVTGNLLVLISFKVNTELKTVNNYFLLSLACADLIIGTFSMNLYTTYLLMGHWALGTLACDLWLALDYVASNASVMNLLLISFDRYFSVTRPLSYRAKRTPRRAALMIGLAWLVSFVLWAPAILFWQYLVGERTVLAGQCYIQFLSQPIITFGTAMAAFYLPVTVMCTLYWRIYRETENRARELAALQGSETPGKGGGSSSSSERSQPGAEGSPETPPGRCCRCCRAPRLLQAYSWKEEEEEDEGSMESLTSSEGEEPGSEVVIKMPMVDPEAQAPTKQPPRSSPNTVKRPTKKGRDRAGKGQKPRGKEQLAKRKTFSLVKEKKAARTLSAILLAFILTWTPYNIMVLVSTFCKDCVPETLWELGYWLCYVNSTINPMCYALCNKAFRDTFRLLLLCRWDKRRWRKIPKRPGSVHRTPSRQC
CHO-K1 Ca antag – counter-screen for M1 antagonists: effect in parental CHO-K1 cells; ATP-induced calcium, Fluo-8 fluorescence; inhibition, % at 3 µM; actives 0.6% (n = 360,000); AID 602250;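 active = inhibition above a per-plate cutoff, the plate's mean sample inhibition plus 3 SD, cut at about 24% in these data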;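 note: 0% = DMSO plus EC80 ATP and 100% = DMSO alone without ATP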
TAAR1 antag – human TAAR1 antagonists, primary screen, Fluo-8 calcium fluorescence, CHO RD-HGA16 cells; Trace amine-associated receptor 1 (Homo sapiens), Q96RJ0; antagonist; inhibition, % at 3 µM; actives 1.5% (n = 360,000); AID 624466, 2012;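 active = inhibition above a per-plate cutoff, the mean inhibition of test compounds on that plate plus 3 SD, cut at about 49% in these data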;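 note: 0% = DMSO plus EC80 beta-PEA response and 100% = DMSO alone without agonist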
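System: RD-HGA16 CHO cells with stable hTAAR1 and Gα16 | Probe or stimulus: EC80 β-phenethylamine stimulus | Dosing: 3 µM, single point | Times: Dye loading 75 min at 37 °C, then 30 min room temperature | Measured by: Fluo-8 calcium-sensitive fluorescence | Read-out basis: % inhibition of agonist calcium response | Replicates: n of 1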
TAAR1 agonist – human TAAR1 agonists, primary screen, Fluo-8 calcium fluorescence, CHO RD-HGA16 cells. Trace amine-associated receptor 1 (Homo sapiens), Q96RJ0. vehicle wells 0%, saturating PEA agonist 100%. activation, % at 3 µM. actives 0.99% (n = 360,000);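 active = activation above the mean activation of all test compounds in the run plus 3 SD, cut at about 38% in these data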
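Signal – calcium-sensitive Fluo-8 signal, excitation 470-495, emission 515-575 nm · System – RD-HGA16 (CHO) cells co-expressing Gα16 and hTAAR1 · Incubation – 17-24 h seeding, 75 min 37 °C dye, 30 min RT · Compound dosing – 3 µM single concentration · Repeats – no replicates (n 1)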
M1 PAM parental – nonselective calcium activators in parental CHO-K1 cells, primary screen, counter-screen for M1 PAM project, cell-based, Fluo-8 calcium fluorescence, full deck, 1536-well | actives 0.02% (n = 360,000) | AID 602247, 2012 | ATP EC20; 0% at ATP EC20, 100% at ATP max | activation, % at 3 µM;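 active = activation above the run cutoff, the mean activation of all test compounds plus 3 SD, cut at about 40% in these data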;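 note: peak over basal fluorescence ratio in a 140 s read after ATP addition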
CHO parental Ca – ATP-evoked calcium signal inhibitors, parental CHO, primary screen, counter-screen for OX1R antagonist project, cell-based, fluorescence, Fluo-8 calcium dye; inhibition, % at 5.6 µM; actives 0.63% (n = 330,000); parental CHO-K1, ATP-induced calcium, Fluo-8 fluorescence;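 active = inhibition above that plate's mean sample inhibition plus 3 SD, cut at about 26% in these data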;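 note: 0% = ATP-challenged DMSO wells and 100% = DMSO wells without ATP; some compounds past the cut are filed as inactive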
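Measured by: calcium-sensitive Fluo-8 fluorescence / Test system: CHO parental line / Controls: ATP-challenged DMSO wells low, unchallenged DMSO wells high / Measure: % inhibition / Compound: single nominal dose of 5.6 µM per compound / Replicates: single well per compound, no replicates / Reagent: ATP as calcium-mobilizing challenge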
M1 ag parental – counter-screen for M1 agonists: effect in parental CHO-K1 cells | Fluo-8 calcium fluorescence; scaled to maximal ATP response, vehicle zero | actives 0.48% (n = 360,000) | activation, % at 3 µM | AID 602248, 2012; in the data active = activation above about 15%;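 note: untransfected CHO-K1 host cells lacking M1 receptor as counterscreen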
OXTR potentiate – human OXTR potentiators, primary screen, fluorescence, CHO-OTR cells, Fluo-8 calcium. Oxytocin receptor (Homo sapiens), P30559. activation, % at 3 µM. Fluo-8 calcium fluorescence, potentiator mode; 0% = oxytocin EC15, 100% = EC100. AID 2445, 2010. actives 0.061% (n = 320,000);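 active = activation above that plate's cutoff, the mean activation of tested compounds plus 3 SD, cut at about 6.6% in these data, passing the limit was not always enough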;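 note: 100% uses oxytocin at 75 nM as the full agonist control; some results filed as inactive read as strong as hits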
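Assay system: CHO cell line stably expressing human OTR | Also added: Oxytocin at about EC15, sub-maximal agonist stimulus | Times: Compound 6 min at room temperature before oxytocin, 100 s read | Measured by: Fluo-8 intracellular calcium fluorescence, ex 470-495, em 515-575 nm | Controls: EC15 oxytocin alone as 0%, 75 nM oxytocin as 100%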
V1aR counter – agonists of human V1a receptor, primary screen, counter-screen for OXTR agonist project, fluorescence, CHO-V1R cells; Fluo-8 calcium fluorescence, agonist mode; 0% DMSO, 100% 3 nM vasopressin; activation, % at 3 µM; actives 0.25% (n = 320,000);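 active = activation above the mean activation of all tested compounds plus 3 SD, per screening run, cut at about 20% in these data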;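 note: signal is peak over basal fluorescence ratio across a 100 second FLIPR read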
Target sequence (P37288 whole entry, looked up): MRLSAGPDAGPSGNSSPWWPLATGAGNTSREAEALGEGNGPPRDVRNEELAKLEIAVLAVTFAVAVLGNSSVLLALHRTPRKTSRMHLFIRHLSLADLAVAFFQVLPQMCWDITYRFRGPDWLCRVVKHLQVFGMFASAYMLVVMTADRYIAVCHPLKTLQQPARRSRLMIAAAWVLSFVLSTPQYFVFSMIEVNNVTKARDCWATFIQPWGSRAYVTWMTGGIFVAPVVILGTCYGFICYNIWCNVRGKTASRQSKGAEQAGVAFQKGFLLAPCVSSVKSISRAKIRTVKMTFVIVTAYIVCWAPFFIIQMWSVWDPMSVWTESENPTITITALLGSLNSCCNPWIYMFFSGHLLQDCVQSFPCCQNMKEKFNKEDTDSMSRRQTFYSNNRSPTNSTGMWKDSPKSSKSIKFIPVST
Active calls of the source: *; . = no result given. Rows were taken by chance, and some 3.3% of all compounds hit somewhere here.

SMILES	M1 ag	CHO-K1 Ca antag	TAAR1 antag	TAAR1 agonist	M1 PAM parental	CHO parental Ca	M1 ag parental	OXTR potentiate	V1aR counter
N#Cc1ccc(-c2csc(NC(=O)C3CC3)n2)cc1	3.6	-3.8	18.8	0.5	-8.9	10.7	1.3	-5.3	4.8
O=C1NC(=O)C(=Cc2ccccc2[N+](=O)[O-])S1	1.8	-9.3	23.7	1.3	5.5	.	0.8	.	.
O=C(Nc1cc(Cl)ccc1Cl)C1CC(=O)N(c2ccc(Br)cc2)C1 (stereo unspecified)	-2.8	-10.6	-6.4	8.8	12.3	-4.2	0.8	-6.5	-0.2
CCn1c(SCc2ccc(C)cc2)nnc1C1CCN(S(=O)(=O)c2ccc(OC)cc2)CC1	-2.9	-5.2	-4.1	12.4	13.0	-10.1	2.7	-10.3	9.1
CCn1nnnc1NCc1ccc(N2CCCC2)cc1	-4.7	-13.7	-23.2	6.2	14.4	-30.9	0.4	-4.7	-1.1
CSC(=O)NC(=O)NC(=O)c1ccc([N+](=O)[O-])cc1	-3.4	-3.0	-14.3	0.2	1.2	-2.6	0.0	-4.4	1.0
Cc1ccc(NC(=O)C2CCN(S(=O)(=O)c3ccc4c(c3)NC(=O)C(C)S4)CC2)c(Cl)c1 (stereo unspecified)	-3.2	2.0	30.5	2.2	-12.2	-9.0	5.2	-6.9	9.2
CC1(C(=O)NCCc2c[nH]c3ccccc23)CCN1CC1CCCCC1 (stereo unspecified)	0.0	-6.8	-19.8	0.8	5.0	.	0.7	.	.
O=C(O)CSc1cc(NS(=O)(=O)c2cccc([N+](=O)[O-])c2)c2ccccc2c1O	-1.4	-11.0	3.3	6.4	10.6	.	1.3	.	.
C/C(N)=C(/C#N)C(=O)COC(=O)c1ccc(C)c(S(=O)(=O)N2CCCCC2)c1	-0.4	9.8	11.9	6.9	-8.6	-13.7	2.1	-3.1	3.9
O=C(N/N=C1\C(=O)c2cccc3cccc1c23)c1ccc(O)cc1	-1.7	-2.1	5.5	-0.4	17.2	-22.7	-0.2	-3.5	-0.2
CC(C)S(=O)(=O)NC(=O)C1(C)CCN1C(=O)Cc1ccccc1 (stereo unspecified)	-1.8	5.0	-8.6	0.5	-6.2	.	0.4	.	.

Copied from the entries so far (three entries):
SMILES	M1 ag	CHO-K1 Ca antag	TAAR1 antag	TAAR1 agonist	M1 PAM parental	CHO parental Ca	M1 ag parental	OXTR potentiate	V1aR counter
C/C(N)=C(/C#N)C(=O)COC(=O)c1ccc(C)c(S(=O)(=O)N2CCCCC2)c1	-0.4	9.8	11.9	6.9	-8.6	-13.7	2.1	-3.1	3.9
O=C(N/N=C1\C(=O)c2cccc3cccc1c23)c1ccc(O)cc1	-1.7	-2.1	5.5	-0.4	17.2	-22.7	-0.2	-3.5	-0.2
CC(C)S(=O)(=O)NC(=O)C1(C)CCN1C(=O)Cc1ccccc1 (stereo unspecified)	-1.8	5.0	-8.6	0.5	-6.2	.	0.4	.	.

Other compounds
SMILES	M1 ag	CHO-K1 Ca antag	TAAR1 antag	TAAR1 agonist	M1 PAM parental	CHO parental Ca	M1 ag parental	OXTR potentiate	V1aR counter
Cc1nn(C)cc1C(=O)NNC(=S)Nc1ccc(Cl)cc1	-2.9	-7.7	0.1	1.7	8.0	0.3	-0.1	-7.0	0.3
CCOc1cc(C(C(=O)NCC2CCCO2)N(C(=O)Cn2nnc3ccccc32)c2ccccc2C(C)=O)ccc1O (stereo unspecified)	-2.8	-9.1	9.4	-1.8	0.4	-10.5	1.3	0.3	0.6
CCOC(=O)Cn1cncc1-c1ccc([N+](=O)[O-])cc1	-5.3	15.7	-20.4	3.1	-13.1	2.3	0.0	-4.4	0.3
CCc1ccc(CNC(=O)c2nn(C)c3c2CS(=O)(=O)c2ccccc2-3)cc1	-10.1	-4.8	34.6	-0.3	13.6	3.2	3.0	-13.7	-0.3
N#Cc1c(NC(=O)CN2C(=O)c3ccccc3C2=O)oc(-c2ccccc2)c1-c1ccccc1	-4.5	5.0	3.3	9.4	2.7	-5.3	0.0	-6.2	-0.3
Cc1ccc(C2=NN(C(=O)CSc3nc(N)cc(N)n3)C(c3ccco3)C2)cc1 (stereo unspecified)	-6.5	-8.3	11.6	14.0	19.9	-1.1	1.3	-6.7	0.6
CCOC(=O)c1c(C)c(C(=O)Nc2ccc3c(c2)OCCO3)c(C)n1C	-3.1	-6.2	-0.5	7.7	8.4	-7.5	1.7	-6.2	-0.3
O=C(CNC(=O)c1cccc(OC(F)F)c1)OCC(=O)c1ccccc1	-1.7	-5.4	-13.8	-0.6	-7.5	-10.0	0.4	3.7	0.2
Cc1ccc(CC(=O)Nc2nc3ccccc3s2)cc1	-2.2	-4.0	3.9	18.9	16.1	-18.4	0.6	-12.3	0.3
Cc1cc(C)cc(N(C(=O)c2csnn2)C(C(=O)NC2CCCC2)c2ccccn2)c1 (stereo unspecified)	-1.2	-6.0	-2.9	5.9	8.8	-24.2	0.8	-2.9	-0.5
O=C(O)c1ccc2c(c1)S(=O)(=O)c1cc(N3CCN(c4ncccn4)CC3)ccc1C2=O	-2.2	-16.3	-2.5	1.7	22.0	.	0.9	.	.
CC(=O)NC(CC(=O)NCCN1C(=O)S/C(=C\c2ccccc2)C1=O)c1ccccc1 (stereo unspecified)	-3.4	-15.2	-10.6	-0.3	8.6	-24.0	-0.1	4.5	-0.1
CN(Cc1ccco1)S(=O)(=O)c1nnc(NC(=O)c2ccccc2)s1	1.8	-9.9	.	.	4.9	-8.0	7.2	-0.3	3.4
O=C(CN(Cc1ccco1)C(=O)CNS(=O)(=O)c1ccccc1)NCc1ccccc1	-2.3	-6.4	8.1	1.3	20.9	-21.6	0.9	-16.5	0.2
O=C(O)CNc1ccccc1C(=O)O	-0.7	12.6	-17.1	9.9	-15.8	-2.5	0.1	6.2	0.4
CCc1ccc(NC(=O)COc2coc(CN3CCc4ccccc4C3)cc2=O)cc1	-7.4	-3.1	-68.5	-1.3	5.3	-27.0	1.2	-12.2	-0.1
O=C(NCc1ccco1)C1CC(c2ccc(Cl)c(Cl)c2)=NO1 (stereo unspecified)	1.9	-19.7	16.5	8.5	15.6	4.6	4.6	-14.0	7.3
Cc1ccc(S(=O)(=O)NC(C(=O)Oc2ccc3c(C)c(Cl)c(=O)oc3c2)c2ccccc2)cc1 (stereo unspecified)	-5.5	0.4	12.5	5.2	0.0	-4.4	-0.2	-3.8	0.0
Cc1[nH][nH]c(=O)c1C(c1cc2c(cc1Br)OCO2)c1c(C)[nH][nH]c1=O	-7.0	18.3	5.9	9.4	-11.4	-7.7	3.7	-12.1	5.7
Cc1cnc(C(=O)OCC(=O)c2c(N)n(CC(C)C)c(=O)n(C)c2=O)cn1	-3.3	-0.2	17.0	-0.3	4.0	16.7	0.5	-8.7	1.1
CCN(CC)S(=O)(=O)c1cc(C(=O)NCCN2CCOCC2)ccc1Cl	-4.4	-8.7	-3.0	2.8	-11.5	-8.7	0.2	-10.9	-0.6
Cc1ccc(C(=O)NC(C)C2CC3CCC2C3)cc1 (stereo unspecified)	-3.1	-3.0	-19.9	-0.9	6.9	-12.2	-0.5	-0.1	-0.7
CC(=O)N1CCN(C(=O)COC(=O)c2oc3ccccc3c2C)CC1	-1.9	-15.1	-1.4	0.2	1.1	-3.8	0.7	-5.7	0.6
COc1ccc(-c2cccc3c2NC(=O)C3=O)cc1OC	2.6	-1.6	19.2	13.8	-7.0	-18.9	-0.1	2.4	0.9
CC1(C(=O)Nc2ccccc2)Cc2ccccc2C(=O)O1 (stereo unspecified)	-4.9	-4.1	-5.3	1.8	8.8	12.0	1.1	-14.6	-0.6
COC(=O)c1ccc(-n2nnnc2SCc2nn[nH]n2)cc1	-2.8	1.9	-2.6	5.8	12.4	-3.0	0.3	-15.2	0.3
CCCCCCSc1ccc([C@H]2N[C@@](CC(C)C)(C(=O)OC)[C@H]3C(=O)N(C)C(=O)[C@@H]23)cc1	-2.7	-8.5	5.7	0.1	-5.4	-21.9	-0.3	-4.2	0.8
COc1ccccc1NC(=O)CSc1nc(N)cc(N)n1	0.3	-0.3	-12.2	6.2	12.4	-1.1	9.6	-1.5	0.1
Cc1ccc(S(=O)(=O)NNC(=O)c2cccc(O)c2)cc1	-3.4	4.4	-10.0	2.2	-3.2	-0.4	0.0	-5.0	-0.2
CCOC(=O)N1CCN(c2nc(-c3cccs3)nc3ccccc23)CC1	-3.8	-3.9	12.0	0.7	-0.2	-25.8	0.7	-10.2	-1.3
CCOC(=O)Cc1nnc(NC(=O)CCc2ccccc2)s1	-3.6	-1.1	-27.9	14.7	2.7	-8.9	-0.2	-2.0	0.0
CC(C(=O)N=Nc1c(O)n(C)c2ccc(Br)cc12)n1cnc2ccccc2c1=O (stereo unspecified)	.	.	-6.3	2.6	.	-30.2	.	-6.6	-0.6
Cc1cc2c(c(C#N)c1C)NC=NC2C (stereo unspecified)	-2.2	-19.2	-13.5	0.8	20.0	.	0.9	.	.
C/C(=N\NC(=O)CSCc1cccc(Br)c1)c1ccc([N+](=O)[O-])cc1	-4.0	21.1	-7.2	0.6	-6.0	-11.7	0.0	-5.0	0.6
CC(Oc1nc2c(c(=O)n(C)c(=O)n2C)n1C)C1CCCCC1 (stereo unspecified)	-4.7	-13.3	-10.1	-0.6	-3.2	.	-0.7	.	.
Cc1nc(-c2cccs2)sc1C(=O)NN	-2.0	-2.3	-4.6	0.3	3.7	-22.7	0.9	-5.7	0.5
CN(C=[N+](C)C)c1cccc2c1C(=O)c1ccccc1C2=O	-6.0	7.3	-2.8	1.0	-6.2	-2.4	0.2	-9.7	-0.3
O=C(NCCN1CCN(c2ccccc2)CC1)Nc1ccccc1Br	-8.1	-7.0	-19.9	2.4	11.5	.	5.3	.	.
Cc1cc(C)n(CC(O)Cn2c3ccccc3c3ccccc32)c(=O)n1 (stereo unspecified)	-2.8	14.6	-25.9	5.8	-13.8	-16.9	-0.7	-4.3	-0.2
COc1cc(/C=C(\C(=O)O)c2ccc(S(=O)(=O)N3CCCC3)s2)ccc1OCCC(C)C	-6.6	-17.6	-8.0	-0.2	3.1	.	0.2	.	.

Compound activity from PubChem.
